Source: PubChem BioAssay (several laboratories)
KKLEB tox – cytotoxicity in KKLEB CF airway cells, primary screen, cytotoxicity control for CF NF-kB inhibitor project, cell-based, uHTS, fluorescence assay plates; KKLEB CF airway cells viability, ATPlite luminescence, overnight; active compounds read low; cells stimulated with P. aeruginosa culture filtrate; activity change (cytotoxicity), % at 5 µM; actives 0.36% (n = 360,000); AID 602141, 2011;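 active means corrected activity change at or below -50% at 5 µM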
Shn3 inh set2 – reduction of Shn3 3'UTR firefly luciferase signal, primary screen, Schnurri-3 inhibitor project, cell-based, Clone20 osteoblasts, set 2; Clone20 osteoblast Shn3 3'UTR firefly luciferase, 24 h; inhibition, % at 12.5 µM; actives 0.52% (n = 360,000);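 active means mean inhibition of at least 75% with every replicate also reaching 75%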;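 further: 0% = median of neutral control wells and 100% = pilot-screen positive control compound; some compounds past the cut are filed as inactive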
hiPSC survival – enhancers of single-cell hiPSC survival, primary screen, ATPlite luminescence. 100% = ROCK inhibitor wells, 0% = DMSO. survival enhancement, % at 20 µM. actives 0.044% (n = 360,000); in the data active means survival enhancement above about 18%;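 further: cells exposed to compounds for 16 hours before the ATP read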
NR2E3 ag-1 – inhibitors of NR2E3-RetCOR corepressor binding, primary screen, NR2E3 agonist project, biochemical, TR-FRET, GST-NR2E3, biotin-RetCOR; Photoreceptor-specific nuclear receptor (Homo sapiens), Q9Y5X4; 1536-well; inhibition of corepressor binding, % at 4.78 µM; actives 0.12% (n = 320,000); AID 2300, 2010;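 active means percent inhibition above the cutoff of mean plus 3 SD of all tested compounds, set per screening campaign, cut at about 20% in these data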;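 further: 0% = DMSO wells and 100% = biotin wells as full block of FRET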
Target sequence (Q9Y5X4 whole entry, looked up): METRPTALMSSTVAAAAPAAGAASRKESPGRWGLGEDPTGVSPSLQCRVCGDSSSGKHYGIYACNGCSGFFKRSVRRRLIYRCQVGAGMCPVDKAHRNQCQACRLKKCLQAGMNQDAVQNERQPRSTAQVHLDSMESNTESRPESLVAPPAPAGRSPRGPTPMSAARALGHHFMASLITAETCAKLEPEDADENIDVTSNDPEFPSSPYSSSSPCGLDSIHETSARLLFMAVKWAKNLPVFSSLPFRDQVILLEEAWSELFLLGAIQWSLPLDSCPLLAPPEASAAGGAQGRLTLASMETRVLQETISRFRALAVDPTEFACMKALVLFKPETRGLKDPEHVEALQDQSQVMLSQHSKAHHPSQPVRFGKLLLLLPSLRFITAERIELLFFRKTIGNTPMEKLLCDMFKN
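Material: NR2E3–RetCOR corepressor complex / Incubation: Compound–protein incubation for 5 h at 4 °C / Dosing: compound at 4.8 µM, single dose / Detection: time-resolved FRET / Benchmarks: high control biotin, low control 0.6% DMSO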
EBV LMP1 NFkB – EBV LMP1-driven NF-kappaB luciferase reporter inhibitors, primary screen, cell-based, luminescence, single point; LMP1-induced NF-kappaB luciferase reporter cells; inhibition, % at 12.5 µM; actives 0.69% (n = 350,000); AID 504558, 2011; in the data active means inhibition above about 41%;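 further: 0% = neutral control wells and 100% = reference inhibitor control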
Peg3 promoter – Peg3 promoter-driven luciferase inhibitors, primary screen, cell-based, HeLa, luciferase luminescence; HeLa PEG-Prom luciferase reporter, overnight; inhibition, % at 20 µM; actives 1.7% (n = 360,000); AID 588405, 2011;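 active means inhibition of at least 50% at 20 µM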
TRPM1 prom inh – inhibitors of MITF-dependent TRPM1 promoter reporter, primary screen, cell-based, SK-MEL-5, single point, luciferase | SK-MEL-5 TRPM1 promoter luciferase, 24 h | inhibition, % at 12.5 µM | actives 0.83% (n = 330,000) | AID 488899, 2010;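 active means mean inhibition across replicates of 60% or more, whatever share of single replicates reaches that level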; further: values of inactives mirror those of a sister screen read the other way
NR2E3 ag-2 – NR2E3 agonists in two-hybrid cells, primary screen, cell-based, luminescence, CHO-S, Gal4-NCOR/VP16-NR2E3. Photoreceptor-specific nuclear receptor (Homo sapiens), Q9Y5X4. luciferase. inhibition of corepressor binding, % at 3.98 µM. actives 0.35% (n = 360,000). AID 602229, 2012;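 active means inhibition above the mean of all tested compounds plus 3 SD, cut at about 70% in these data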;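 further: 0% = DMSO with NR2E3 transfected cells and 100% = cells lacking NR2E3 construct; higher means lower luciferase signal from less NR2E3 corepressor binding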
CF NFkB block – inhibitors of PAF-induced NF-kB signaling, primary screen, cell-based, GFP fluorescence, uHTS; KKLEB NF-kB-GFP reporter, GFP fluorescence overnight; inhibition, % at 5 µM; actives 0.86% (n = 360,000);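 active means at least 50% inhibition at 5 µM, scaled per plate between neutral and stimulator controls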;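 further: PAF is a Pseudomonas aeruginosa culture filtrate used as stimulus; plate controls were PAF-stimulated DMSO wells for no effect and unstimulated DMSO wells for full effect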
TRAIL sens C8 – viability loss with TRAIL in NB7+C8 cells, primary screen, TRAIL sensitizer project, cell-based, ATPlite luminescence. inhibition (viability loss, TRAIL sensitization), % at 10 µM. actives 1% (n = 360,000);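 active means compounds causing at least 50% loss of cell viability in the single-dose screen, relative to plate controls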
HIF-2a inh – HIF-2a reporter inhibitors, primary screen, luminescence, 786-0 RCC cells; 786-0 RCC cells HIF-2a reporter, luciferase luminescence, overnight; AID 624352, 2012; inhibition, % at 18.8 µM; actives 0.72% (n = 360,000);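 active means inhibition of the luminescence signal of 40% or more relative to plate controls, in a single-dose primary screen at 18.75 µM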
* marks the source's active call; other numbers are inactive results; x = not tested or not shown. The list is partial (hit frequency here may not be typical).

SMILES	KKLEB tox	Shn3 inh set2	hiPSC survival	NR2E3 ag-1	EBV LMP1 NFkB	Peg3 promoter	TRPM1 prom inh	NR2E3 ag-2	CF NFkB block	TRAIL sens C8	HIF-2a inh
COc1ccc(OC)c(S(=O)(=O)N2CCN(C)CC2c2ccccc2)c1 (centres undefined)	-6	-18	2.1	x	-3	6	-5	6	-2	-12	10
Cc1ccc(OCCC(=O)OCC(=O)NCc2ccccc2)cc1	18	-1	-0.1	-2	9	5	2	-24	-7	-15	-2
CCn1c(SCC(=O)N2CCCC2)nc2c(c1=O)SCC2	-4	-16	0.1	2	-2	19	-5	-9	0	3	12
COC(=O)c1c(C)[nH]c(O)c1C=Nc1ccc(C(C)C)cc1	6	-30	0.0	1	-13	-103	-28	-24	-5	-3	-122
CCn1c(SCC(=O)Nc2ccccc2N2CCCCC2)nc2c1c(=O)n(C)c(=O)n2C	-6	14	0.9	1	7	39	-11	-1	2	-9	-6
Cc1ccc(C(=O)NCCCNC(=O)c2ccccn2)cc1	-2	7	-0.6	4	-24	15	-1	13	-1	-4	14
O=C(NNC1CC(=O)N(c2ccc3c(c2)OCCO3)C1=O)c1ccc(Cl)cc1 (centres undefined)	11	-19	-0.9	0	1	10	0	-34	3	0	14
CC(=O)NS(=O)(=O)c1ccc2c(c1)C(=O)c1cc(S(=O)(=O)NC(C)=O)ccc1-2	-7	19	0.0	2	-10	2	-6	2	4	-6	9
COc1ccccc1Cn1c(=O)oc2ccc(C)cc21	13	9	0.7	3	-3	2	-4	-35	1	3	15
CN(C)S(=O)(=O)c1cccc(NC(=O)COC(=O)c2cccc(S(=O)(=O)N3CCc4ccccc4C3)c2)c1	12	-16	-0.8	3	3	-7	3	-7	-20	-1	14
COC(=O)C1=C(C)N(c2ccc(C(=O)OC)cc2)C(=O)C1	5	-14	-3.4	2	-4	16	7	9	-7	-8	10
O=C(NC1CCCCCCC1O)c1ccccc1 (centres undefined)	-6	-26	5.2	x	5	-7	-5	27	-3	0	-12
CCN(C[C@H]1N[C@@](CC)(C(=O)OC)[C@H]2C(=O)N(C)C(=O)[C@@H]12)C(=O)Nc1ccc(F)cc1	9	-16	-0.3	x	-15	-4	-11	-20	-4	-2	1
CCN1CCN(S(=O)(=O)c2ccc(Cl)c(C(=O)N(C)CC(=O)Nc3c(C)cccc3C)c2)CC1	9	-11	-2.3	x	-3	-8	6	10	8	8	9
C#CCOCCOCCOCCNc1nc(N2CCN(C(=O)Cn3cc(CCO)nn3)CC2)nc(N2CCN(C(=O)[C@H](C)n3cc(CCCN=C(N)N)nn3)CC2)n1	9	1	-0.6	x	-4	-11	-8	-1	4	8	8
CCC1(C)Cc2ccccc2-c2nc(NN)[nH]c(=O)c21 (centres undefined)	5	-2	2.9	2	-3	6	-9	13	-27	-4	12
CC1(C)CC(=O)N(Cc2ccccc2)C(=O)C1	4	-11	1.2	-1	-12	1	-17	1	14	-7	14
O=C(Cn1[nH]c(=O)c2ccccc2c1=O)Nc1ccc(-c2nnc3n2CCCCC3)cc1	1	-7	-3.2	3	-1	2	1	-9	7	-6	4
O=C(O)/C(=C\c1cccc(F)c1)c1ccc(S(=O)(=O)N2CCCC2)s1	5	-3	0.7	1	28	-3	-11	2	-11	-5	5
C[C@H](CO)N1C[C@H](C)[C@@H](CN(C)C(=O)NC2CCCCC2)Oc2c(NC(=O)C3CCCCC3)cccc2C1=O	10	14	-0.3	x	-7	2	5	1	-1	-15	4

Brought forward from above: 2 compounds, followed by the next part.
SMILES	KKLEB tox	Shn3 inh set2	hiPSC survival	NR2E3 ag-1	EBV LMP1 NFkB	Peg3 promoter	TRPM1 prom inh	NR2E3 ag-2	CF NFkB block	TRAIL sens C8	HIF-2a inh
O=C(O)/C(=C\c1cccc(F)c1)c1ccc(S(=O)(=O)N2CCCC2)s1	5	-3	0.7	1	28	-3	-11	2	-11	-5	5
C[C@H](CO)N1C[C@H](C)[C@@H](CN(C)C(=O)NC2CCCCC2)Oc2c(NC(=O)C3CCCCC3)cccc2C1=O	10	14	-0.3	x	-7	2	5	1	-1	-15	4
COc1ccc(NC(=O)c2cccnc2SC)cc1S(=O)(=O)N1CCCCC1	5	4	4.8	0	2	5	5	-9	3	-6	15
CN(C)CCOc1cccc(Cl)c1	6	6	-0.7	1	-4	16	4	-34	-6	-10	24
O=C(CN1CCCSc2ccccc21)N1CCN(S(=O)(=O)c2cccc(F)c2)CC1	20	11	-0.5	2	-7	17	5	-5	-8	12	10
O=C(COC(=O)Cc1ccsc1)Nc1ccc(Cl)cc1F	10	-5	-0.1	x	-2	7	8	-9	8	-7	3
COc1ccc(-n2c(COc3cccc(C)c3)nnc2SCC(=O)NCc2ccco2)cc1	10	-2	0.4	-3	3	-13	5	-17	-15	-7	19
COc1ccc(COC(=O)Nc2cn(C)nc2C(F)(F)F)cc1	2	-5	0.4	2	8	2	-3	-24	-8	49	14
CS(=O)(=O)N1CCC(C(=O)N2CCc3ccccc3C2)CC1	6	5	-0.4	-2	5	7	-3	-7	-2	4	6
CCOC(=O)c1ccc(NC(=O)c2ccccc2N(C)S(=O)(=O)c2ccccc2)cc1	9	24	-1.8	-3	18	23	7	9	-3	16	24
O=C1CN(C(=O)COC(=O)c2ccccc2Br)c2ccccc2N1	-1	6	0.4	2	2	-11	2	-31	9	-24	7
CC(=O)n1nc(-c2cccc(C)c2)nc1SCC(=O)Nc1ccccc1	2	-11	-1.1	-3	0	17	3	-9	15	12	-17
COc1ccccc1NC(=O)CCC(=O)O	-14	-1	4.4	-1	0	0	2	-26	1	-17	12
CC(Oc1cccc(NC(=O)c2cccs2)c1)C(=O)c1ccccc1 (centres undefined)	-7	35	-0.2	1	-5	-41	4	14	2	-3	-45
COC(=O)CC(NS(=O)(=O)c1cccs1)c1cccc2ccccc12 (centres undefined)	-12	12	-0.4	2	6	8	4	-4	-4	-5	1
C=C1C[C@H](O)[C@@H]2[C@H](OC(=O)[C@H]2C)[C@H]2[C@H](C)[C@@H](O)C[C@@H]12	-4	1	2.0	3	3	-14	x	-25	-26	-4	3
O=C(NCCC1=CCCCC1)C1CCC(CNS(=O)(=O)c2ccccc2)CC1 (centres undefined)	-3	16	-1.5	0	3	20	-5	5	7	-6	6
NC(=O)CSc1nnc(Cc2ccc3c(c2)OCO3)o1	11	0	6.0	0	2	4	-2	0	-9	4	13
Cc1cccc(OCCCC(=O)Nc2ccc(S(N)(=O)=O)cc2)c1C	-4	-2	0.9	2	-4	2	6	5	9	3	16
CCN1C(=O)c2cccc3c(S(=O)(=O)N(C)C)ccc1c23	1	24	-1.3	x	11	17	x	-10	-3	11	-5
CN(C(=O)CSc1nnc(-c2cccnc2)n1-c1ccccc1F)C1CCS(=O)(=O)C1 (centres undefined)	-12	0	0.5	0	4	5	-2	13	-15	-1	6
COc1ccc(N(CC(=O)N/N=C/c2ccc(OC)c(OC)c2)S(=O)(=O)c2ccccc2)cc1	-13	14	0.1	-3	9	13	-14	-15	31	6	6
CC1CC(=O)c2cnc(NCc3ccco3)nc2C1 (centres undefined)	16	1	5.2	4	1	-7	11	-15	-5	19	-46

Shown bar-delimited: entries from further up.
SMILES | KKLEB tox | Shn3 inh set2 | hiPSC survival | NR2E3 ag-1 | EBV LMP1 NFkB | Peg3 promoter | TRPM1 prom inh | NR2E3 ag-2 | CF NFkB block | TRAIL sens C8 | HIF-2a inh
O=C1CN(C(=O)COC(=O)c2ccccc2Br)c2ccccc2N1 | -1 | 6 | 0.4 | 2 | 2 | -11 | 2 | -31 | 9 | -24 | 7
CC(=O)n1nc(-c2cccc(C)c2)nc1SCC(=O)Nc1ccccc1 | 2 | -11 | -1.1 | -3 | 0 | 17 | 3 | -9 | 15 | 12 | -17
COc1ccccc1NC(=O)CCC(=O)O | -14 | -1 | 4.4 | -1 | 0 | 0 | 2 | -26 | 1 | -17 | 12
CC(Oc1cccc(NC(=O)c2cccs2)c1)C(=O)c1ccccc1 (centres undefined) | -7 | 35 | -0.2 | 1 | -5 | -41 | 4 | 14 | 2 | -3 | -45
COC(=O)CC(NS(=O)(=O)c1cccs1)c1cccc2ccccc12 (centres undefined) | -12 | 12 | -0.4 | 2 | 6 | 8 | 4 | -4 | -4 | -5 | 1
C=C1C[C@H](O)[C@@H]2[C@H](OC(=O)[C@H]2C)[C@H]2[C@H](C)[C@@H](O)C[C@@H]12 | -4 | 1 | 2.0 | 3 | 3 | -14 | x | -25 | -26 | -4 | 3
O=C(NCCC1=CCCCC1)C1CCC(CNS(=O)(=O)c2ccccc2)CC1 (centres undefined) | -3 | 16 | -1.5 | 0 | 3 | 20 | -5 | 5 | 7 | -6 | 6
NC(=O)CSc1nnc(Cc2ccc3c(c2)OCO3)o1 | 11 | 0 | 6.0 | 0 | 2 | 4 | -2 | 0 | -9 | 4 | 13
Cc1cccc(OCCCC(=O)Nc2ccc(S(N)(=O)=O)cc2)c1C | -4 | -2 | 0.9 | 2 | -4 | 2 | 6 | 5 | 9 | 3 | 16
CCN1C(=O)c2cccc3c(S(=O)(=O)N(C)C)ccc1c23 | 1 | 24 | -1.3 | x | 11 | 17 | x | -10 | -3 | 11 | -5
CN(C(=O)CSc1nnc(-c2cccnc2)n1-c1ccccc1F)C1CCS(=O)(=O)C1 (centres undefined) | -12 | 0 | 0.5 | 0 | 4 | 5 | -2 | 13 | -15 | -1 | 6
COc1ccc(N(CC(=O)N/N=C/c2ccc(OC)c(OC)c2)S(=O)(=O)c2ccccc2)cc1 | -13 | 14 | 0.1 | -3 | 9 | 13 | -14 | -15 | 31 | 6 | 6
CC1CC(=O)c2cnc(NCc3ccco3)nc2C1 (centres undefined) | 16 | 1 | 5.2 | 4 | 1 | -7 | 11 | -15 | -5 | 19 | -46
